# Screens from PubChem BioAssay.
# ASM inhibitor = Inhibitors of Secretory Acid Sphingomyelinase (S-ASM): qHTS; Potency, µM (series often up to 57.5 µM), inactives show at the top dose activity change, negative = inhibition, usual class: inhibitors; 340,000 tested, 0.006% active; AID 504937, 2011; placental ASM, HMU-PC fluorogenic substrate, 60 min; also: potency is read from the fitted curve at half-maximal effect
#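 qHTS format. ASM enzyme prepared from human placenta hydrolyses the fluorogenic substrate HMU-PC0 (9 uM final) over 60 min at 37 °C after a 10 min compound preincubation.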
# PKM2 activator = qHTS Assay for Activators of Human Muscle isoform 2 Pyruvate Kinase. Pyruvate kinase PKM (Homo sapiens), P14618. purified PKM2, Kinase-Glo ATP luminescence, activation; response scale: 0% is enzyme alone, no compound. Potency, µM (series often up to 57.5 µM), without a hit: at the top dose activation, actives largely listed as activators. 260,000 tested, 0.34% active. AID 1631, 2009; also: potency is read from the fitted curve at half-maximal effect; % is scaled to controls: 0 for no effect and ±100 for the full control effect; nearly all actives have a fitted effect of over 55% in size
#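 hPK-M2, >95% pure; 0.1 mM ADP / 0.5 mM PEP final; imidazole pH7.2 buffer w/ 7 mM MgCl2, 50 mM KCl; 1 h RT; Kinase-Glo lum. Intermediate enzyme activity for dual inhibitor/activator qHTS.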
# USP2a inh = qHTS Assay for Inhibitors of Ubiquitin-specific Protease USP2a Using CHOP2 as the Reporter; Ubiquitin carboxyl-terminal hydrolase 2 (Homo sapiens), O75604; USP2 core, Ub-CHOP2 coupled fluorogenic reporter, 485/531; Potency, µM (top dose mostly 38.3 µM), for the others: at the top dose activity change, negative = inhibition, hits mostly inhibitors; 330,000 tested, 0.01% active;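 also: potency is read from the fitted curve at half-maximal effect; plate controls were DMSO wells for no effect and full inhibition by NEM control for full effect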
# Target sequence (O75604 whole entry, looked up): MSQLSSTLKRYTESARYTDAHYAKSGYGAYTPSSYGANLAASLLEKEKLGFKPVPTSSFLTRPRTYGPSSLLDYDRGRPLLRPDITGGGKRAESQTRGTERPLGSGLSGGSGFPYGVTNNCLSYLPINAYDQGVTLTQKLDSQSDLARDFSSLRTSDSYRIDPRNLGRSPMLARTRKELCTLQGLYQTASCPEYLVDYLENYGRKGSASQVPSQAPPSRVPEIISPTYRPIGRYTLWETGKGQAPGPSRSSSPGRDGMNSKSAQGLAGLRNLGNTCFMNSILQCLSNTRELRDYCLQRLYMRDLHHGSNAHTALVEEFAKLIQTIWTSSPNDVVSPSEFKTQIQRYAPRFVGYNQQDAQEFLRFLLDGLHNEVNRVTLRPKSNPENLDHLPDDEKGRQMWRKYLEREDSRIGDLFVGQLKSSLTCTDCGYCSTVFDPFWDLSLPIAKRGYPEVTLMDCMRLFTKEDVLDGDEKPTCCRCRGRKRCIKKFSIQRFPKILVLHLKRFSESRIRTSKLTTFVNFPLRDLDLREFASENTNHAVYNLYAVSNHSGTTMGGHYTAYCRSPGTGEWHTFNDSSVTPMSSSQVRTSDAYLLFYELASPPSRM
#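 Deubiquitinase activity read as fluorescence (485/531 nm) after Ub-CHOP2 cleavage activates the enterokinase reporter on its substrate; USP2 core 10nM, Ub-CHOP2 and substrate 25nM each, 30min compound preincubation then 60min RT; data normalized to NEM, curves fitted.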
# GALK inhibitor = qHTS Assay for Inhibitors of Human Galactokinase (GALK); P51570; Purified GALK, Kinase-Glo residual ATP luminescence; Potency, µM (highest dose often 57.5 µM), for the others: at the highest dose activity change, negative = inhibition, most hits filed as inhibitors; 270,000 tested, 0.007% active; also: potency is read from the fitted curve at half-maximal effect; % is scaled to controls: 0 for no effect and ±100 for the full control effect
# Target sequence (P51570 whole entry, looked up): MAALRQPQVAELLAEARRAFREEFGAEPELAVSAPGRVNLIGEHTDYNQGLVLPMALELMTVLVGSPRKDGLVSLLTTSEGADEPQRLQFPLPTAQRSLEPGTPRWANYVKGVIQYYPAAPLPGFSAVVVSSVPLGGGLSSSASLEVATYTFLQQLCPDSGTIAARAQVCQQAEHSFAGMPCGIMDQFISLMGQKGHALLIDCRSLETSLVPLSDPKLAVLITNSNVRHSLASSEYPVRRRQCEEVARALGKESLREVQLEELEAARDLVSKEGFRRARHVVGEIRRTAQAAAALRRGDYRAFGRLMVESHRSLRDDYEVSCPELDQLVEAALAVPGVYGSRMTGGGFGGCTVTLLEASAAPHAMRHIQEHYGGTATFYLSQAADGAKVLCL
#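 GALK at 5 nM final was combined with compound, 35 uM ATP and 100 uM galactose in HEPES pH8.0 with MgCl2 and DTT. The reaction ran one hour at room temperature before luminescent ATP detection.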
# Menin-MLL TR inh = qHTS Assay for Inhibitors Targeting the Menin-MLL Interaction in MLL Related Leukemias: Competition With Texas Red Labeled MLL-derived Mutant Peptide. O00255. Menin + Texas Red MLL mutant peptide, fluorescence polarization. Potency, µM (series often up to 61.6 µM), without a hit: at the top dose FP activity change, negative = inhibition, hits mostly inhibitors. 270,000 tested, 0.23% active; active = well fitted inhibition curve with a large enough effect in the polarisation, with a control signal flat, not every such curve was filed as active; inconclusive = small, poorly fitted or top-dose-only effect, or effect the other way, or a change in a side signal; inactive = no such curve, though single readings can be large or run the other way; the % refers to the polarisation; also: potency is read from the fitted curve at half-maximal effect; % of control where 0% means no effect; many of its hits are not listed in these tables
# BCR signal inh = qHTS Assay to Find Inhibitors of Chronic Active B-Cell Receptor Signaling. 340,000 tested, 0.05% active. AID 493014, 2011. Potency, µM (highest dose often 46.1 µM), for inactives: at the top dose ratio change, negative = lower green/red ratio, usual class: inhibitors. ABC-DLBCL IkBa-CBG/CBR reporter, luminescence ratio, 4 h; active = well fitted inhibition curve with a large enough effect in the signal ratio, with a control signal flat, not every such curve was filed as active; inconclusive = small, poorly fitted or top-dose-only effect, or effect the other way, or a change in a side signal; the % refers to the signal ratio;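 also: potency is read from the fitted curve at half-maximal effect; plate controls were basal doxycycline-induced cells for no effect and cells given 10 µM MG132 for full effect; MG132 reads +100%, hits lower the ratio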
#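 Concentration-response series (up to 46 uM) were applied to TMD8 dual-reporter cells for 4 h at 37C with doxycycline. Green/red ratio, after filter-overlap correction, defined %Activity; red signal alone was normalised to basal cells and zero luminescence.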
# hERG WT inh = qHTS for Inhibitors of KCHN2 3.1: Wildtype qHTS. U2OS, BacMam KCNH2, thallium flux FluxOr; active compounds read low. 340,000 tested, 0.37% active. Voltage-gated inwardly rectifying potassium channel KCNH2 (Homo sapiens), Q12809. AID 720551, 2013. activity change, % at 1.84 µM;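 active = maximum activity change below -70%; inconclusive = maximum activity change between -70% and -50%; inactive = maximum activity change above -50%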; also: % is scaled to controls: 0 for no effect and ±100 for the full control effect
#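 U2OS cells were transduced with wild-type KCNH2 virus (2.03 x 10^8 / mL) for 4 h at room temperature, then cultured overnight at 37 C. Thallium flux was read with FluxOr dye. Rate constants were normalized to DMSO controls.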
# TSHR antagonist = Antagonists of the Thyroid Stimulating Hormone Receptor: HTS campaign; AID 504810, 2011; TSHR-expressing cells, TSH-stimulated cAMP HTRF, 2 h; active compounds read low; 330,000 tested, 0.2% active; activity change, negative = inhibition, % at 11.5 µM; Thyrotropin receptor (Homo sapiens), P16473;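 active = activity change below a set negative limit, meaning inhibition stronger than a set level, cut at about -70% in these data; inconclusive = activity change between two set negative limits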; also: % is scaled to controls: 0 for no effect and ±100 for the full control effect
#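 Read-out is FRET at 665 nm (cryptate excitation 337 nm) from a cryptate-tagged anti-cAMP antibody, competed by cell cAMP against cAMP-d2. Compounds are tested on freshly harvested TSHR cells challenged with 4nM TSH (EC80) for 2 hours at 37 deg C.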
# Mito fusion act = qHTS Assay for Small Molecule Inhibitors of Mitochondrial Division or Activators of Mitochondrial Fusion. S. cerevisiae fusion-defective mutant growth rescue, CellTiterGlo 48 h. Potency, µM (titrated, usually from 46.1 µM), inactives show top-dose growth rescue (activation), hits mostly activators. 320,000 tested, 0.23% active;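 also: potency is read from the fitted curve at half-maximal effect; % of control where 0% means no effect; nearly all actives have a fitted effect of over 45% in size; temperature-sensitive fusion mutants such as fzo1-1 at 37 °C on non-fermentable ethanol glycerol medium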
#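 Luminescent cell viability in 1536-well qHTS format served as the measure of rescued growth in ts fusion-mutant S. cerevisiae cultured on non-fermentable YPEG for 48 hours at 37C.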
# Eya2 inh = qHTS Assay for Inhibitors of the Phosphatase Activity of Eya2. Potency, µM (top dose mostly 76.9 µM), without a hit: at the top dose activity, negative = inhibition, most hits filed as inhibitors. AID 488837, 2010. Protein phosphatase EYA2 (Homo sapiens), O00167. recombinant Eya2, OMFP fluorescence dephosphorylation (OMFP is methylfluorescein phosphate). 330,000 tested, 0.006% active; also: potency is read from the fitted curve at half-maximal effect; % is scaled to controls: 0 for no effect and ±100 for the full control effect
#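 Eya2 protein (added as 0.2 uM solution) was preincubated with compound for 10 min at ambient temperature in 50 mM HEPES pH 7.5, 50 mM NaCl, 5 uM MgCl2, 0.05% BSA, 1 mM DTT. OMFP (added at 50 uM) then reacted 10 min; fluorescence read at 485/525 nm.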
# MBNL1 CUG block = qHTS Assay for Inhibitors of MBNL1-poly(CUG) RNA binding. 280,000 tested, 0.036% active. Potency, µM (highest dose often 57.5 µM), for the others: at the highest dose activity change, negative = inhibition, most hits filed as inhibitors. Muscleblind-like protein 1 (Homo sapiens), Q9NR56. TR-FRET MBNL1-His/biotin-(CUG)12 binding, 665/545 ratio; active = well fitted inhibition curve with a large enough effect in the signal ratio, with a control signal flat, not every such curve was filed as active; inconclusive = small, poorly fitted or top-dose-only effect, or effect the other way, or a change in a side signal; inactive = no such curve, though single readings can be large or run the other way; the % refers to the signal ratio; also: potency is read from the fitted curve at half-maximal effect; % is scaled to controls: 0 for no effect and ±100 for the full control effect
#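 TR-FRET readout: Ex 340 nm, 665/545 nm emission ratio, normalized to buffer-only (basal) and MBNL1-(CUG)12 controls. Complex of MBNL1-His with Biotin-(CUG)12, compounds 92 nM–58 uM, incubated 60 min at room temperature.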
# * marks the source's active call; other numbers are inactive results; ? = inconclusive; · = no result given; [ ] = another dose, or the depositor's remark. Unless noted, calls follow the shape of the dose curve; as a rule, active = well fitted curve in the direction sought with a large enough effect; inconclusive = small, poorly fitted or top-dose-only effect, or another doubt; inactive = no such curve, though single readings can be large; an effect the other way counts as inactive or inconclusive.
SMILES,ASM inhibitor,PKM2 activator,USP2a inh,GALK inhibitor,Menin-MLL TR inh,BCR signal inh,hERG WT inh,TSHR antagonist,Mito fusion act,Eya2 inh,MBNL1 CUG block
CCOC(=O)c1nc2nc(-c3cccs3)cc(C(F)(F)F)n2n1,·,-6%,2%,-1%,0%,?,-9,11,7%,5%,·
O=C(CSC1=NNC(c2ccccn2)S1)Nc1ccccc1 (configuration not stated),-1%,17%,-1%,-2%,·,-19%,1,-5,-3%,-8%,25%
O=C(Oc1ccc2ccccc2c1Cl)N1CCCCCC1,-5%,21%,-7%,1%,-7%,?,-6,4,20%,-6%,?
Cc1coc2c1c(C)cc1oc(=O)c(CC(=O)N[C@@H](CC(C)C)C(=O)O)c(C)c12,49%[activator],·,-1%,·,16%,6%,4,5,-3%,-20%,8%
CCn1c(SCC(=O)N/N=C/c2c[nH]c3ccccc23)nnc1-c1ccc(C)cc1,-8%,-3%,8%,-2%,6%,?,0,-6,6%,3%,0%
O=C(CN1C(=O)c2cccc3cccc1c23)N1CCN(c2ccccc2)CC1,23%,9%,1%,1%,7%,?,14,-2,-4%,-17%,17%
Cc1cccc(Cn2c(SCCN3CCOCC3)nc3c2c(=O)n(C)c(=O)n3C)c1,0%,6%,1%,1%,-4%,7%,5,0,11%,-3%,-5%
CN(C(=O)CCS(=O)(=O)c1cc2c(cc1Cl)NC(=O)CO2)C1CCCCC1,2%,2%,0%,·,-6%,-5%,5,-7,-2%,?,-8%
CC(C)(C)c1ccc(-n2ncc3c2CCCC3NC(=O)CN2CCCCC2=O)cc1 (configuration not stated),2%,0%[0.46 µM],0%,0%,-13%,-4%,2,-12,4.5µM*,0%,16%
CN(C)c1ccc(C=C2C(=O)OC3(CCCC3)OC2=O)cc1,0%,?,0%,2%,9%,0%,4,1,2%,-5%,?
COc1cc(CN2CCC(C(=O)NC3CCCC3)CC2)cc(Br)c1O,0%,1%,-1%,-4%,4%,-1%,5,2,-1%,-12%,-2%
CN(CCOc1ccc(Br)cc1)CC(O)COc1ccc(C#N)cc1 (configuration not stated),1%,3%,-2%,0%,0%,1%,-113*,-1,1%,2%,-3%
O=C(CCc1nc(-c2ccccc2F)no1)NCc1ccco1,3%,-1%,0%,-5%,12%,5%,-14,0,-6%,19%,-5%
O=C(CCSCc1ccc(Cl)cc1)NCc1cccnc1,-3%,3%,1%,0%,9%,24%,5,-6,-4%,-4%,2%
COc1ccc(-n2c(N)c(C(=O)NCc3ccco3)c3nc4ccccc4nc32)cc1,·,2%,0%,0%,1%,?,8,-9,-1%,-17%,?
CC12CCC(=O)N1C(C(=O)NCCN1C(=O)S/C(=C\c3ccccc3Cl)C1=O)CS2 (configuration not stated),-7%,·,3%,·,·,-6%,23,2,7%,3%,·
O=C1C(=O)N(Cc2cccnc2)C(c2ccccn2)/C1=C(/O)c1ccc(F)cc1 (configuration not stated),-1%,3%,-1%,-1%,-6%,-3%,-12,-3,-3%,13%,?
O=C(CCN1CCN(C(=O)c2ccco2)CC1)Nc1ccc(F)cc1,0%,-4%,2%,0%,29%,1%,-4,14,-2%,10%,-7%
Cc1cc(F)ccc1NC(=O)C1CCN(C(=O)Nc2ccccc2)CC1,4%,·,5%,·,·,-14%,6,7,-4%,-30%,·
COc1ccc(CN(C)CC(=O)Nc2cccc(S(=O)(=O)N(C)c3ccccc3)c2)c(OC)c1,-1%,·,-1%,·,·,?,4,-12,4%,-6%,·
COc1ccc(COC(=O)NC(C(=O)O)c2ccccc2)cc1 (configuration not stated),-2%,·,1%,·,·,4%,-4,10,9%,1%,·
O=C(NCc1ccco1)c1ccccc1NS(=O)(=O)c1ccc(Cl)s1,-1%,0%,2%,-2%,15%,13%,9,-23,15%,-14%,-3%
Cc1cccc(C)c1NC(=S)NC(C)(C)CO,9%,-1%,-1%,1%,·,?,0,9,2%,6%,3%
O=C(N/N=C/c1ccc[nH]1)c1cc2ccccc2cc1O,-10%,·,-1%,-1%,?,?,-9,-11,-10%,-8%,23%
Cc1ccc(N2CCN(/N=C/c3ccncc3)CC2)cc1,0%,-1%,3%,4%,-18%,0%,3,6,-1%,-2%,?
CCSc1ncc(Cl)c(C(=O)Nc2ccccc2OC)n1,2%,1%,1%,-7%,-5%,1%,-3,?,0%,3%,-9%
CCOc1ccccc1NC(=O)CSc1nnc2ccc(-c3ccncc3)nn12,-2%,2%,-2%,7%,-5%,-24%,3,2,6%,-4%,?
O=S(=O)(NCc1ccccc1)c1cccc(S(=O)(=O)N2CCOCC2)c1,5%,1%,5%,0%,5%,2%,0,-3,3%,7%,1%
CSc1ccccc1C(=O)Nc1ccccc1C(=O)N1CCCC1,-1%,-3%,1%,0%,6%,-1%,-5,2,1%,5%,-10%
CC(C)CN1CCNC(=O)C1CC(=O)N(C)CC1CCOCC1 (configuration not stated),47%[activator],-12%,1%,5%,-27%,-1%,3,13,-9%,6%,6%
Cc1ccc(C(=O)N[C@H](C(=O)OCc2nnc(-c3ccccc3)o2)C(C)C)cc1,-5%,1%,1%,-1%,·,-1%,29,-2,6%,-6%,·
Cc1nnc(NC(=O)CSc2nc3ccccc3[nH]2)s1,0%,-6%,-12%,0%,0%,-2%,0,2,-4%,-6%,-2%
CCOC(=O)c1cc2sc(C)cc2n1C(C)C(=O)OCC (configuration not stated),0%,-2%,3%,-2%,-19%,0%,-10,10,0%,-19%,-3%
CCC(C)(C)NC(=O)C(c1cccc(OC)c1OC)N(CC(C)C)C(=O)CCC(=O)Nc1cc(C)on1 (configuration not stated),-5%,-3%,0%,-2%,-11%,0%,-5,4,?,-17%,3%
CC1=C(C)/C(=N\OS(=O)(=O)c2ccc(C)cc2)C=CC1=O,-5%,?,0%,-1%,4%,?,-7,16,-1%,5%,4%
CCOc1ccc(N/N=C(/C#N)C(N)=O)cc1,-6%,-11%,1%,3%,8%,-9%,-9,9,-18%,1%,?
NC(=O)N/N=C/CCc1ccccc1,-3%,-1%,0%,0%,·,?,-4,-4,-3%,8%,3%
CN(NC(=O)c1ccccc1)C1=NS(=O)(=O)c2ccccc21,1%,-2%,-1%,3%,5%,-4%,·,-2,0%,7%,-4%
CCS(=O)(=O)Nc1ccc(C2=NN(C(=O)c3ccco3)C(c3ccco3)C2)cc1 (configuration not stated),-1%,·,1%,·,·,?,1,5,-3%,-10%,·
COc1ccc(Cc2noc(CN3CCN(Cc4csc(C)n4)CC3)n2)cc1OC,6%,2%,1%,-4%,-8%,0%,-5,-8,-7%,-8%,-5%
CC(C)(C)Cc1nnc(NC(=O)CCC2CCCCC2)s1,1%,·,2%,-1%,-1%,0%,-12,1,-13%,5%,-8%
COc1cccc(/C=C2\CCC(C3CCCC3)C2=O)c1OC (configuration not stated),-2%,·,3%,·,-7%,?,5,-3,-14%,-2%,12%

# This is a subset (hit frequency here may not be typical).
